Source: PubChem BioAssay (National Center for Advancing Translational Sciences (NCATS))
CXXC DNA block – blocks binding of human MLL CXXC domain to DNA. AID 2662. MLL-CXXC / FITC-HOXA9 DNA fluorescence polarization. Potency, µM (titrated, usually from 115 µM), for inactives: at the highest dose activity change, negative = inhibition, actives largely listed as inhibitors. 0.037% of 290,000 active; active = well fitted inhibition curve with a large enough effect in the polarisation, with a control signal flat, not every such curve was filed as active; inconclusive = small, poorly fitted or top-dose-only effect, or effect the other way, or a change in a side signal; inactive = no such curve, though single readings can be large or run the other way; the % refers to the polarisation
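Fluorescence polarization: 7 uM MLL-CXXC (stock) preincubated 5 min with compounds, then 50 nM fluorescein-HOX-A9 DNA (stock) added; 30 min ambient. Buffer 50 mM Tris-HCl pH 7.5, 50 mM NaCl, 1 mM DTT, 0.05% BSA.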
ELG1 genotox – genotoxicity induction in ELG1-luciferase HEK293T cells; HEK293T ELG1-luciferase reporter, luminescence, 16 h; Potency, µM (top dose mostly 46 µM), for inactives: top-dose activity change, positive = activation, hits mostly activators; 1.3% of 330,000 active; note: % of control where 0% means no effect; nearly all actives have a fitted effect of over 60% in size
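HEK293T cells expressing luciferase-tagged ELG1 were treated with compound or DMSO for 16 hr at 37°C. Luciferase activity was then read after 30 min with ONE-Glo at room temperature; rising signal flags genetic stress.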
Rab9 promoter act – activators of Rab9 promoter | Huh7 Rab9 promoter-luciferase reporter, luminescence, 24 h | Potency, µM (top dose mostly 9.22 µM), inactives show at the top dose activation, negative = inhibition, usual class: activators | 2.8% of 320,000 active | AID 485297; note: % of control where 0% means no effect; nearly all actives have a fitted effect of over 60% in size
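Cells were plated at 1500 per well in reduced-serum medium with 10% FBS and left 2 h. Compound in DMSO was then added for 24 h at 37 °C. Reporter signal was read by luminescence after 10 min with luciferase detection reagent.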
RORg inh – blocks mouse ROR gamma transcriptional activity | AID 2551 | Drosophila S2 Gal4-RORgamma UAS-luciferase reporter, 20 h | Potency, µM (series often up to 53.6 µM), inactives show at the top dose activity change, negative = inhibition, hits mostly inhibitors | 5.4% of 310,000 active | P51450; note: % is set by controls: 0 for no effect and ±100 for the full control effect; nearly all actives have a fitted effect of over 60% in size
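Stable Schneider cell line, Gal4 DNA-binding domain fused to ROR gamma, UAS-luciferase. Cmpd 1 hr RT → CuSO4 700 uM final → 20 hr RT → luciferase reagent 10 min → luminescence.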
MBNL1 CUG block – MBNL1-poly(CUG) RNA binding inhibition. Potency, µM (top dose mostly 57.5 µM), for inactives: at the top dose activity change, negative = inhibition, actives largely listed as inhibitors. 0.036% of 280,000 active. TR-FRET MBNL1-His/biotin-(CUG)12 binding, 665/545 ratio; active = well fitted inhibition curve with a large enough effect in the signal ratio, with a control signal flat, not every such curve was filed as active; inconclusive = small, poorly fitted or top-dose-only effect, or effect the other way, or a change in a side signal; inactive = no such curve, though single readings can be large or run the other way; the % refers to the signal ratio; note: % is set by controls: 0 for no effect and ±100 for the full control effect
Target sequence (Q9NR56 whole entry, looked up): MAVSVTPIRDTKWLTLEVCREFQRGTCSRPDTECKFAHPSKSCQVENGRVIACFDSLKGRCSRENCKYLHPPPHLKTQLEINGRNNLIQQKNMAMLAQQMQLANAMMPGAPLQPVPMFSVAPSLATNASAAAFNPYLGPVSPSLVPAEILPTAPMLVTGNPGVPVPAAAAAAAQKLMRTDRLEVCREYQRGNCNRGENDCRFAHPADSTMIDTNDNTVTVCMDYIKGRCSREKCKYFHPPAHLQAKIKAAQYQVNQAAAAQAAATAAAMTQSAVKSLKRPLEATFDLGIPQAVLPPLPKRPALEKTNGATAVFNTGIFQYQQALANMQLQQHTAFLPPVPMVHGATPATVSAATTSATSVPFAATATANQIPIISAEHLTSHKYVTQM
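Ratiometric TR-FRET (665 over 545 nm, excitation 340 nm) tracks disruption of MBNL1-His/biotin-(CUG)12 complex after 60 min at room temperature, with compounds at 92 nM to 58 uM final.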
VP16 counter – Gal4-VP16 reporter inhibition counter-screen; Drosophila S2 Gal4-VP16 UAS-luciferase, luminescence, 20 h; 3.5% of 310,000 active; Potency, µM (top dose mostly 53.6 µM), for inactives: top-dose activity, negative = inhibition, actives largely listed as inhibitors;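 note: Gal4-VP16 expression switched on by copper sulfate through the metallothionein promoter; % is set by controls: 0 for no effect and ±100 for the full control effect; nearly all actives have a fitted effect of over 50% in size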
NPC1 prom act – activates the NPC1 promoter | Huh7 NPC1 promoter luciferase reporter, 24 h | 2.4% of 320,000 active | Potency, µM (top dose mostly 9.22 µM), without a hit: at the top dose activation, most hits filed as activators;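 note: % of control where 0% means no effect; nearly all actives have a fitted effect of over 60% in size; reporter is driven by a mutant NPC1 promoter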
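Stable NPC1-promoter luciferase Huh7 line; cpd (DMSO) 24 h, 37 °C, 5% CO2; Amplite luciferase reagent 10 min RT; luminescence readout. qHTS format.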
FLuc counter – counter-screen for miR-21 project: firefly luciferase inhibitors or activators; Potency, µM (series often up to 57.5 µM), without a hit: at the highest dose activity change, negative = inhibition, usual class: inhibitors; purified FLuc, Km substrates, luminescence inhibition; AID 588342; P08659; 6.9% of 360,000 active;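 note: plate controls were vehicle for no effect and reference inhibitor for full effect; nearly all actives have a fitted effect of over 55% in size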
Target sequence (P08659 whole entry, looked up): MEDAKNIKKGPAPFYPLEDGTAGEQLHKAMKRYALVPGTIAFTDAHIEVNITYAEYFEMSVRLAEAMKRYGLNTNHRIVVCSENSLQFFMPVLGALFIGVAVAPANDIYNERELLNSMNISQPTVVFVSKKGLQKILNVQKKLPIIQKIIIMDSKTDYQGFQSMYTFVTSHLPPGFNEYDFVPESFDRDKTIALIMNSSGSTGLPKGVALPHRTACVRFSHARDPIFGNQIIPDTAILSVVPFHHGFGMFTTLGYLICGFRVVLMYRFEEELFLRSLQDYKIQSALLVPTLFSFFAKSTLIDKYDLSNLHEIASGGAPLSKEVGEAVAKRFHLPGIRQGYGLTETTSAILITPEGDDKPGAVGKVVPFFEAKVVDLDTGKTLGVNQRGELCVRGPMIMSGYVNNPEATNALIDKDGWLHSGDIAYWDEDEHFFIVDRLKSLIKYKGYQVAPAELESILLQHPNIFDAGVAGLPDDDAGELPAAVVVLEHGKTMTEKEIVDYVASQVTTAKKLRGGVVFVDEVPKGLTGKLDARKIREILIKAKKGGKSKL
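Purified P. pyralis luciferase, 10 nM final, with Km-level 10 uM D-luciferin and 10 uM ATP in 50 mM Tris acetate pH 7.5, 10 mM Mg acetate, 0.01% Tween-20, 0.05% BSA; 6-point qHTS titration about 60 µM downward; luminescence read.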
BRCA1 expr act – BRCA1 expression activation; MCF7-BRCA1-FFLuc reporter, luminescence, 48 h; response scale: scaled: vehicle 0%, 10 µM genistein 100%; Potency, µM (series often up to 46.1 µM), inactives show top-dose activation, hits mostly activators; 1.1% of 380,000 active; note: nearly all actives have a fitted effect of over 80% in size; some results filed as inactive show a strong effect at the top dose
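MCF7-BRCA1-FFLuc, 2000 cells/well; 2 h attach, 37 °C/5% CO2; compound 48 h; luciferase substrate 15 min; luminescence end-point. Norm. to genistein 10 microM max activation and DMSO; concentration-response curves fitted.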
p53 reactivator – mutant p53 re-activation in reporter cells; 0.063% of 320,000 active; H1299 p53-A138V BP100-luciferase reporter, luminescence, 24 h; Potency, µM (titrated, usually from 92.2 µM), for the others: top-dose activity change, positive = activation, actives largely listed as activators; note: % of control where 0% means no effect; nearly all actives have a fitted effect of over 45% in size
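p53-null H1299 cells stably carrying temperature-sensitive p53-A138V and a BP100-luciferase reporter were pinned with compounds (4-point, 1:5 series) and held 24 hrs at 37 deg C. Luminescence was read 10 min after detection reagent.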
uPA surface inh – inhibitors of cell surface uPA generation; cell surface uPA generation assay, qHTS; Potency, µM (titrated, usually from 38.3 µM), without a hit: top-dose activity change, negative = inhibition, actives largely listed as inhibitors; 0.31% of 330,000 active; AID 540303; active = well fitted inhibition curve with a large enough effect; inconclusive = small, poorly fitted or top-dose-only effect; inactive = no such curve, though single readings can be large or run the other way; tested in mouse RAW 264.7 cells; note: % is set by controls: 0 for no effect and ±100 for the full control effect; nearly all actives have a fitted effect of over 55% in size
An asterisk follows results filed as active; [ ] = another dose, or the depositor's remark. Unless noted, calls come from the whole dose curve; as a rule, active = well fitted curve in the direction sought with a large enough effect; inconclusive = small, poorly fitted or top-dose-only effect, or another doubt; inactive = no such curve, though single readings can be large; an effect the other way counts as inactive or inconclusive. Potency is the fitted concentration of half-maximal effect. A portion of the library; count on the stated rates, not on these rows.

What do the screens show for `CC(=O)Nc1ccc(NC(=O)Cn2c(CC(=O)N3CCCC3)nc3ccccc32)cc1`?
CXXC DNA block: -3%; ELG1 genotox: 1%; Rab9 promoter act: -7%; RORg inh: -15%; MBNL1 CUG block: -8%; VP16 counter: 2%; NPC1 prom act: -4%; FLuc counter: 8%; BRCA1 expr act: 4%; p53 reactivator: -2%

How did O=C1CCCC(=O)C1=Cc1c[nH]c2ccccc12 do in these assays?
CXXC DNA block: -2%; ELG1 genotox: -2%; Rab9 promoter act: 2%; RORg inh: 11%; MBNL1 CUG block: 5%; VP16 counter: 9%; NPC1 prom act: -2%; FLuc counter: inconclusive; BRCA1 expr act: 16%; p53 reactivator: -7%; uPA surface inh: 0%

How did Cc1ccc(-n2c(=O)cc(N3CCc4ccccc4C3)[nH]c2=O)cc1 do in these assays?
CXXC DNA block: -12%; ELG1 genotox: 5%; Rab9 promoter act: 3%; RORg inh: 3%; MBNL1 CUG block: -10%; VP16 counter: -2%; NPC1 prom act: -7%; FLuc counter: -1%; BRCA1 expr act: -10%; p53 reactivator: -6%; uPA surface inh: 1%

What do the screens show for `COc1ccc(S(=O)(=O)NCc2cccnc2)cc1C`?
CXXC DNA block: -4%; ELG1 genotox: 0%; Rab9 promoter act: -1%; RORg inh: 2%[1.91 µM]; MBNL1 CUG block: -6%; VP16 counter: -6%; NPC1 prom act: 2%; FLuc counter: -2%; BRCA1 expr act: 6%; p53 reactivator: inconclusive; uPA surface inh: -1%

How did CC(Sc1n[nH]c(=O)n1Cc1ccccc1)C(=O)NC1CCCCC1C (configuration not stated) do in these assays?
ELG1 genotox: -3%; Rab9 promoter act: -1%; NPC1 prom act: 0%; FLuc counter: 2%; BRCA1 expr act: -31%; p53 reactivator: -3%; uPA surface inh: -2%

How did O=C(CSc1nnc(-c2cccnc2)o1)c1cc2ccccc2oc1=O do in these assays?
CXXC DNA block: -13%; ELG1 genotox: 3%; Rab9 promoter act: -9%; RORg inh: inconclusive; MBNL1 CUG block: 48%[activator]; VP16 counter: 4µM*; NPC1 prom act: 3%; FLuc counter: 4%; BRCA1 expr act: -27%; p53 reactivator: 18%; uPA surface inh: -2%

What do the screens show for `Cc1cc(Br)ccc1NC(=O)CNC(=O)CN1C(=O)NC2(CCCCCC2)C1=O`?
CXXC DNA block: -1%; ELG1 genotox: -1%; Rab9 promoter act: 9%; RORg inh: -1%; MBNL1 CUG block: -4%; VP16 counter: 2%; NPC1 prom act: 6%; FLuc counter: 5%; BRCA1 expr act: -1%; p53 reactivator: -4%; uPA surface inh: 0%

Results for O=S(=O)(Nc1cccc(Br)c1)c1cccc2nsnc12 ?
CXXC DNA block: -11%; ELG1 genotox: 0%; Rab9 promoter act: 2%; RORg inh: -3%; MBNL1 CUG block: inconclusive; VP16 counter: -12%; NPC1 prom act: -5%; FLuc counter: -1%; BRCA1 expr act: -27%; p53 reactivator: -5%; uPA surface inh: -2%

Results for N#Cc1ccc(NCC(=O)Nc2ccc3c(c2)OCCO3)cc1 ?
CXXC DNA block: -2%; ELG1 genotox: 0%; Rab9 promoter act: 0%; RORg inh: 23%; MBNL1 CUG block: 1%; VP16 counter: -10%; NPC1 prom act: -4%; FLuc counter: inconclusive; BRCA1 expr act: 0%; p53 reactivator: -5%; uPA surface inh: 2%

Results for CCN(CC)C(=O)C1CCN(S(=O)(=O)c2ccc(-n3cnnn3)cc2)CC1 ?
CXXC DNA block: 1%; ELG1 genotox: -1%; Rab9 promoter act: -10%; RORg inh: 8%; MBNL1 CUG block: 0%; VP16 counter: -1%; NPC1 prom act: -3%; FLuc counter: -2%; BRCA1 expr act: -8%; p53 reactivator: 8%; uPA surface inh: 1%

Results for O=C(Nc1nc2ccccc2[nH]1)c1ccc(F)c(S(=O)(=O)N2CCOCC2)c1 ?
CXXC DNA block: -22%; ELG1 genotox: 14%; Rab9 promoter act: inconclusive; RORg inh: 14µM*; MBNL1 CUG block: -6%; VP16 counter: inconclusive; NPC1 prom act: inconclusive; FLuc counter: 17µM*; BRCA1 expr act: inconclusive; p53 reactivator: inconclusive; uPA surface inh: -2%

What do the screens show for `COc1cc(C(C(=O)NC2CCCC2)N(C(=O)Cc2cccs2)C2CC2)cc(OC)c1OC` (configuration not stated)?
CXXC DNA block: 4%; ELG1 genotox: -1%; Rab9 promoter act: 14%; RORg inh: 13%; MBNL1 CUG block: 1%; VP16 counter: -8%; NPC1 prom act: 0%; FLuc counter: 0%; BRCA1 expr act: -2%; p53 reactivator: 1%; uPA surface inh: 1%

What do the screens show for `Cc1ccc(C(=O)NNC(=O)c2ccncc2)cc1C`?
CXXC DNA block: 0%; ELG1 genotox: 6%; Rab9 promoter act: 2%; RORg inh: -6%; MBNL1 CUG block: -1%; VP16 counter: -4%; NPC1 prom act: -4%; FLuc counter: -13%; BRCA1 expr act: 0%; uPA surface inh: -10%

What do the screens show for `CC(C)N=C(Nc1ccccc1)c1cccnc1`?
CXXC DNA block: -7%; ELG1 genotox: 4%; Rab9 promoter act: 5%; RORg inh: 1%; MBNL1 CUG block: 12%; VP16 counter: -8%; NPC1 prom act: -2%; FLuc counter: 1%; BRCA1 expr act: 0%; p53 reactivator: -5%; uPA surface inh: -2%

Results for CCOC(=O)c1c(NC(=O)CSC(=S)N2CCOCC2)sc(C)c1C ?
CXXC DNA block: -3%; ELG1 genotox: 1%; Rab9 promoter act: -3%; RORg inh: -8%; MBNL1 CUG block: -23%; VP16 counter: -9%; NPC1 prom act: -2%; FLuc counter: -7%; BRCA1 expr act: 4%; p53 reactivator: -1%; uPA surface inh: 1%

What do the screens show for `O=C1NC(=O)/C(=C/c2ccc(OS(=O)(=O)c3ccc(F)cc3F)cc2)N1`?
CXXC DNA block: -5%; ELG1 genotox: 5%; Rab9 promoter act: 10%; RORg inh: 28%; VP16 counter: inconclusive; NPC1 prom act: 5%; FLuc counter: -6%; BRCA1 expr act: -22%; p53 reactivator: 0%; uPA surface inh: -1%

What do the screens show for `COc1ccc(CNS(=O)(=O)c2cc(-c3cc(C)no3)ccc2OC)cc1OC`?
CXXC DNA block: -1%; ELG1 genotox: -2%[9.26 µM]; Rab9 promoter act: -1%; RORg inh: -7%; MBNL1 CUG block: 1%; VP16 counter: 1%; NPC1 prom act: -1%; FLuc counter: 2%; BRCA1 expr act: 10%; p53 reactivator: -8%; uPA surface inh: -1%

Results for COc1ccc(C(=O)NC(=S)NC2CCCCC2)cc1 ?
CXXC DNA block: -8%; ELG1 genotox: inconclusive; Rab9 promoter act: inconclusive; RORg inh: 2.8µM*; MBNL1 CUG block: -5%; VP16 counter: 6.3µM*; NPC1 prom act: inconclusive; FLuc counter: 15µM*; BRCA1 expr act: inconclusive; p53 reactivator: inconclusive; uPA surface inh: 11%

What do the screens show for `CCn1c(COc2ccccc2)nnc1SCC(=O)Nc1cc(C)ccc1OC`?
CXXC DNA block: -2%; ELG1 genotox: -4%; Rab9 promoter act: -4%; RORg inh: -11%; MBNL1 CUG block: -8%; VP16 counter: 4%; NPC1 prom act: 3%; FLuc counter: 0%; BRCA1 expr act: -31%; p53 reactivator: -2%

Results for CCC(=O)Nc1nc(-c2ccc3c(c2)OCCO3)cs1 ?
CXXC DNA block: 3%; ELG1 genotox: 2.1µM*; Rab9 promoter act: 3.2µM*; RORg inh: inconclusive; MBNL1 CUG block: 3%; VP16 counter: inconclusive; NPC1 prom act: 0.5µM*; FLuc counter: 6µM*; BRCA1 expr act: 141%; p53 reactivator: inconclusive; uPA surface inh: inconclusive

What do the screens show for `CCN(CC)c1ccc(NC(=S)NCC2CCCO2)cc1` (configuration not stated)?
CXXC DNA block: 39%[activator]; ELG1 genotox: 4%; Rab9 promoter act: inconclusive; RORg inh: 14µM*; MBNL1 CUG block: -3%; VP16 counter: 13µM*; NPC1 prom act: 15%; FLuc counter: -6%; BRCA1 expr act: 32%; p53 reactivator: 17%; uPA surface inh: 3%

What do the screens show for `COc1ccc(NC(=S)NN2CCOCC2)cc1OC`?
CXXC DNA block: 5%; ELG1 genotox: 3%; Rab9 promoter act: -2%; RORg inh: -27%; MBNL1 CUG block: 0%; VP16 counter: 1%; NPC1 prom act: 0%; FLuc counter: 8%; BRCA1 expr act: -5%; p53 reactivator: -2%; uPA surface inh: -2%

Results for COc1ccc(NC(=O)CN(C)C(=O)c2sc3cc(Cl)ccc3c2Cl)cc1 ?
ELG1 genotox: 6%; Rab9 promoter act: -4%; NPC1 prom act: -4%; FLuc counter: -2%; BRCA1 expr act: -12%; p53 reactivator: -8%; uPA surface inh: 0%
